Screens deposited in PubChem BioAssay by Broad Institute.
ARNT-TACC3 inh – disrupts binding between human ARNT and TACC3; Q9Y6A5; AlphaScreen His-ARNT PAS-B/GST-TACC3 binding, luminescence; TACC3 fragment carries E629A point mutation; inhibition, % at 9.99 µM; hit rate 0.66% among 390,000;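 active = mean inhibition of replicates at least 50% and at least half of replicates each reaching 50%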;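 note: 0% = complete ARNT plus TACC3 wells and 100% = ARNT alone without TACC3; many hits fall short of the cut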
LGR2 antag – blocks bursicon-induced cAMP signaling via Drosophila LGR2; hit rate 0.35% among 380,000; inhibition, % at 9.99 µM; HEK293 LGR2, CRE-luciferase, bursicon-stimulated, 4 h;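 active = drop in luminescence signal, shown as inhibition above about 50% in the replicate tests, limit read from the data, passing the limit was not always enough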;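 note: agonist challenge used bursicon conditioned medium at about half maximal strength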
PglD DTNB – inhibitors of Campylobacter jejuni PglD acetyltransferase. inhibition, % at 12.5 µM. purified PglD enzyme, DTNB colorimetric CoA detection. hit rate 0.098% among 360,000; in the data active = inhibition above about 16%, passing the limit was not always enough; note: strong numbers were not always called active
Cneo AK release – causes C. neoformans cell lysis. adenylate kinase release luminescence, 4 h; normalised: neutral wells 0, clomiphene wells 100. lysis activity, % at 15 µM. hit rate 0.2% among 360,000. AID 651654;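 active = mean lysis activity across replicates of at least 80%, whatever share of replicates individually reach that level; inactive = mean lysis activity below 80%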
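Material: C. neoformans cells | Amount: Yeast cell density of 5 × 10^6 cells/mL | Medium: Fresh YPD growth medium | Dosing: Single dose | Times: Static 4 h at 37 °C with compound, 1 h detection | Detection: AK luminescence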
C2C12 statin – suppression of simvastatin myotoxicity. hit rate 0.78% among 330,000. C2C12 myotubes + simvastatin, ATP luminescence, 48 h; scaled: DMSO 0, geranylgeraniol control 100. rescue of ATP level, % at 7.49 µM;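 active = mean ATP rescue above about 67%, or every replicate alone reaching that limit, limit read from the data, passing the limit was not always enough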;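 note: myotubes were challenged with 10 µM simvastatin during compound exposure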
GSIS activator – primary screen for activators of insulin secretion dependent on glucose, INS-1E cells, GLuc reporter luminescence | hit rate 0.61% among 370,000 | activation, % at 16.6 µM | INS-1E GLuc reporter insulin secretion, 2-3 h | AID 743287;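 active = lowest replicate activation of at least 40%, so every replicate reaches that level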;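 note: 0% = median of neutral control wells and 100% = median of IBMX positive control wells; some compounds called inactive have numbers as strong as hits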
PGC1a acetyl inh – modulators of PGC1a acetylation; hit rate 0.17% among 350,000; inhibition, % at 15.6 µM; U2OS PGC1a acetylation, AlphaScreen anti-acetyl-lysine; with virally co-expressed GCN5 acetyltransferase;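 active = every replicate shows inhibition of at least 40%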;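 note: 0% = neutral control wells and 100% = positive control wells; some results beyond the cut were filed as inactive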
PAX8 reporter – inhibitors of PAX8 transcriptional activity in RMG-I cells | RMG-I TPO-luciferase reporter, SteadyGlo, 24 h | inhibition, % at 12.6 µM | hit rate 1.2% among 360,000;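 active = mean replicate inhibition at least 60% with every replicate also reaching 60%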;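 note: luciferase light reporting Pax8 driven TPO promoter activity; plate controls were median of neutral control wells for no effect and mitoxantrone controls for full effect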
* hit, by the source's call; . = no result given.

SMILES	ARNT-TACC3 inh	LGR2 antag	PglD DTNB	Cneo AK release	C2C12 statin	GSIS activator	PGC1a acetyl inh	PAX8 reporter
O=C(Nc1cc(F)ccc1F)N[C@H]1C=C[C@H](CC(=O)N2CCc3ccccc3C2)O[C@@H]1CO	-4	9	-1	-1	-5	4	7	-15
O=C(Nc1ccc(Cl)cn1)c1ccccc1SCc1ccccc1	0	-3	-2	0	-43	-4	-12	-10
O=C(Nc1nnc(S(=O)(=O)N2CCCCCC2)s1)c1cccc(Br)c1	-3	-14	3	1	-39	-11	-7	-12
CNC[C@H]1Oc2ccc(NC(=O)NC3CCCCC3)cc2C(=O)N([C@@H](C)CO)C[C@H]1C	-10	20	-1	0	-18	14	4	-2
COc1ccc(C(=O)Nc2ccc(C(=O)N3CCCCC3)cc2)cc1OC	8	2	1	1	-9	7	.	-17
C=CCn1c(SCC(=O)N2CCc3ccccc3C2)nc2ccccc2c1=O	3	7	.	.	8	-25	8	.
O=C(C[C@@H]1C[C@@H]2c3cc(NC(=O)Nc4ccc(C(F)(F)F)cc4)ccc3O[C@@H]2[C@@H](CO)O1)NCC1CC1	-7	-11	-1	0	12	0	3	9
Cc1oc(C)c(C(=O)O)c1C(=O)O	2	0	-6	2	6	18	-11	13
C[C@@H]1CCCCO[C@H](CN(C)CC2CCCCC2)[C@H](C)CN([C@@H](C)CO)C(=O)c2cc(NC(=O)C3CCCCC3)ccc2O1	-4	2	0	0	.	-16	-5	5
Cc1cc(/C=C2\SC(=S)NC2=O)c(C)n1C1CC1	1	.	3	2	-5	.	0	-45
O=C(/C=C/c1ccco1)NCC(=O)N/N=C/c1ccc(Cl)cc1	-2	2	.	.	.	4	.	0
Cc1oc(-c2ccccc2F)nc1CS(=O)(=O)CC(=O)N1CCc2ccccc21	-4	.	-3	1	-6	.	13	13
Cn1c(-c2ccc([N+](=O)[O-])cc2)nc2ccccc21	1	-1	2	-8	1	-1	28	-63
O=C(CSCc1cnn(-c2ccccc2)c1-n1cccc1)NCc1cccnc1	7	8	5	-4	.	18	-3	6
CCOc1ccccc1N1CC(C(=O)Nc2c(C)n(C)n(-c3ccccc3)c2=O)CC1=O (stereo not given)	-8	8	.	.	.	6	.	4
COc1ccc(-c2cn[nH]c2-c2ccc(OCc3ccccc3)cc2O)cc1	-2	9	.	.	8	-17	32	-8
COc1ccccc1C=NNC(=O)c1ccccc1OCCOc1ccccc1	-1	0	14	0	4	1	-12	22
CCn1ccnc1CNC(=O)CC1C(=O)NCCN1Cc1ccccc1F (stereo not given)	12	-1	0	0	.	3	8	0
CCc1ccc(OCc2nnc(SCC(=O)N3CCN(c4ccccc4)CC3)o2)cc1	3	.	-5	3	.	.	-19	-1
O=C(c1cccc(S(=O)(=O)N2CCCC2)c1)N1CCOCC1	2	2	2	0	-5	2	0	-20
O=C(O)c1ccc2c(c1)C(=O)N(Cc1ccccc1)C2=O	-7	.	5	1	5	.	-5	.
N#Cc1ccc(-c2ccc3c(c2)[C@@H]2[C@@H](CCN2C(=O)c2ccccc2F)[C@H](CO)N3)cc1	-9	-10	-5	6	5	19	8	-16
CCOc1ccc(Nc2nc(N)nc(CCl)n2)cc1	24	.	6	2	.	.	6	110*
Cc1ccc(C2=NS(=O)(=O)N(C)C(C(=O)Nc3ccc4c(c3)OCO4)=C2)cc1	.	-12	-2	-3	11	-13	7	-8
O=C1C(=O)N(CCO)C(c2ccccc2[N+](=O)[O-])/C1=C(\O)c1ccccc1 (stereo not given)	2	-15	-6	-5	-2	6	1	-13
C[C@H]1CN([C@@H](C)CO)C(=O)Cc2cc(NS(=O)(=O)c3cn(C)cn3)ccc2O[C@@H]1CN(C)Cc1ccc(C(=O)Nc2ccccc2N)cc1	23	-4	4	2	25	24	-1	3
C[C@H](CO)N1C[C@H](C)[C@H](CN(C)S(=O)(=O)c2ccc(Cl)cc2)Oc2ccc(NC(=O)C3CC3)cc2CC1=O	2	-2	-3	-5	-28	3	-2	40
COc1cc(OC)cc(C(=O)N[C@H](C(=O)NCc2ccco2)C(C)C)c1	-2	11	-2	0	-3	-10	-1	-1
Cc1ccc(S(=O)(=O)N(C)C[C@@H]2Oc3cc(C#Cc4ccncc4)ccc3S(=O)(=O)N([C@@H](C)CO)C[C@@H]2C)cc1	3	9	12	-2	-21	-1	36	5
Cc1ccc(S(=O)(=O)NC(=O)C2(C)CCN2C(=O)c2cccc(F)c2)nc1 (stereo not given)	.	-12	4	-1	-4	-10	5	-4
C[C@@H]1CN([C@H](C)CO)C(=O)c2cc(NC(=O)Nc3cccc4ccccc34)ccc2O[C@H]1CN(C)Cc1ccc(-c2ccccc2)cc1	-1	24	-3	27	19	8	-7	.
O=C(CC12CC3CC(CC(C3)C1)C2)NC(=S)N1CCCCC1	-30	7	.	.	.	-4	.	-6
Cc1cc(NCc2ccco2)n2ncnc2n1	-5	-14	.	.	.	5	.	30
C[C@@H]1CCCCO[C@@H](CN(C)Cc2ccc(C(=O)O)cc2)[C@@H](C)CN([C@@H](C)CO)C(=O)c2cc(NC(=O)Nc3ccc4c(c3)OCO4)ccc2O1	3	-7	-2	1	.	-4	0	-21
CS(=O)(=O)N(Cc1ccccc1)c1ccc(C(=O)NCc2ccccc2)cc1	-2	-3	2	-1	38	2	-32	.
O=C(C[C@H]1C=C[C@H](NC(=O)c2ccncc2)[C@@H](CO)O1)NCC1CC1	0	-15	11	-1	2	5	3	-8
CCCCCCNC(=O)C(C#N)c1nc2ccccc2nc1N1CCCC1 (stereo not given)	-6	.	-1	0	-21	.	-5	.
O=C(c1ccco1)N1CCN(c2ccc(S(=O)(=O)N3CCCC3)cc2)CC1	-7	.	2	-3	7	.	-2	.
Cc1ccc(Cn2ccc(NC(=O)c3cc(C(C)C)on3)n2)cc1	-6	-14	3	-3	1	.	.	-27
CCn1cc(C(=O)NCc2ccccc2)c(=O)c2cc(F)c(N3CCN(C(=O)c4ccco4)CC3)cc21	-4	.	4	1	6	.	0	.
O=C1Nc2ccc(S(=O)(=O)NCCC3=CCCCC3)c3cccc1c23	-11	.	3	-12	-1	.	6	.
Cc1ccc(S(=O)(=O)Nc2cccc3c2O[C@@H](CN(C)Cc2ccc(-c4ccccc4)cc2)[C@H](C)CN([C@@H](C)CO)C3=O)cc1	0	-2	-1	-1	12	-7	11	0
C[C@H](NC(=O)[C@@H]1Cc2ccccc2CN1)C(=O)Nc1ccc2c(c1)OCO2	0	2	.	.	-4	4	-2	-9
COCCCNc1oc(-c2ccccc2F)nc1C#N	-2	-31	4	0	-32	10	.	-66
C[C@@H]1CN([C@@H](C)CO)C(=O)c2cccc(NS(=O)(=O)c3ccccc3)c2O[C@H]1CN(C)S(=O)(=O)c1ccccc1	-1	3	0	-3	-45	19	2	.

In another format: 2 of the compounds above
SMILES: Cc1cc(NCc2ccco2)n2ncnc2n1
  ARNT-TACC3 inh = -5 | LGR2 antag = -14 | PglD DTNB = . | Cneo AK release = . | C2C12 statin = . | GSIS activator = 5 | PGC1a acetyl inh = . | PAX8 reporter = 30
SMILES: C[C@@H]1CCCCO[C@@H](CN(C)Cc2ccc(C(=O)O)cc2)[C@@H](C)CN([C@@H](C)CO)C(=O)c2cc(NC(=O)Nc3ccc4c(c3)OCO4)ccc2O1
  ARNT-TACC3 inh = 3 | LGR2 antag = -7 | PglD DTNB = -2 | Cneo AK release = 1 | C2C12 statin = . | GSIS activator = -4 | PGC1a acetyl inh = 0 | PAX8 reporter = -21

(cont.)
SMILES	ARNT-TACC3 inh	LGR2 antag	PglD DTNB	Cneo AK release	C2C12 statin	GSIS activator	PGC1a acetyl inh	PAX8 reporter
CCOc1ccc(NC(=O)COC(=O)CCC(=O)c2cccs2)cc1	-6	-15	-3	1	0	-19	.	-7
COc1cccc(-c2csc(N3CCN(C(=O)Nc4ccccc4OC)CC3)n2)c1	-7	1	.	.	77*	2	1	.
C[C@H]1CN([C@@H](C)CO)C(=O)c2cc(C#Cc3ccccc3F)cnc2O[C@@H]1CN(C)C(=O)C1CCOCC1	1	14	0	-2	12	-2	0	-9
COc1cccc(-c2cc(C(=O)Nn3cnnc3)c3ccccc3n2)c1	17	33	-1	-7	11	14	-3	.
Oc1ccccc1N1CCN(c2ncnc3sc(-c4ccccc4)cc23)CC1	11	10	-2	-6	27	-20	18	15
COc1ccc(C(C#N)=C2C=CC(=NO)C=C2)cc1	-4	-10	.	.	.	1	.	-35
O=C(c1cccs1)N1CCCC(c2nc3c(nnn3Cc3ccccc3Cl)c(=O)[nH]2)C1 (stereo not given)	0	8	1	2	27	5	.	1
Cc1ccc(S(=O)(=O)Nc2ccc3c(c2)C(=O)N([C@@H](C)CO)C[C@@H](C)[C@H](CN(C)S(=O)(=O)c2ccc(C)cc2)O3)cc1	23	-5	7	1	20	-14	6	16
Cc1ccc(S(=O)(=O)N2CCOCC2)cc1C(=O)OCC(=O)c1c(N)n(C)c(=O)n(C)c1=O	25	.	-1	-1	-9	.	-2	10
CCOC(=O)c1ccc(-n2c(C)nc3c(cnn3-c3ccccc3Cl)c2=O)cc1	-1	.	1	0	-13	0	6	-3
CCCNC(=O)C1(C)CCCN(C(=O)c2cccc(Cl)c2)C1 (stereo not given)	.	-12	3	0	-3	5	-2	-4
COc1ccc(OC)c(-n2c(-c3cc(-c4ccco4)[nH]n3)n[nH]c2=S)c1	12	-6	.	.	.	1	8	-19
COc1cccc(Nc2ncnc3onc(-c4ccccc4OC)c23)c1	-9	-1	-1	-1	-10	4	.	5
N/C(=N\OC(=O)Cc1cccs1)c1cccc([N+](=O)[O-])c1	-25	-34	.	.	2	-13	-3	-21
CCN(CC)S(=O)(=O)c1ccc(C)c(NC(=S)N2CCN(C/C=C/c3ccccc3)CC2)c1	6	38	.	.	.	9	.	25

Profiles, looked up by structure. Screens in order: ARNT-TACC3 inh, LGR2 antag, PglD DTNB, Cneo AK release, C2C12 statin, GSIS activator, PGC1a acetyl inh, PAX8 reporter
COc1ccc(OC)c(-n2c(-c3cc(-c4ccco4)[nH]n3)n[nH]c2=S)c1 reads 12, -6, ., ., ., 1, 8, -19
COc1ccc(C(C#N)=C2C=CC(=NO)C=C2)cc1 reads -4, -10, ., ., ., 1, ., -35

Next section:
SMILES	ARNT-TACC3 inh	LGR2 antag	PglD DTNB	Cneo AK release	C2C12 statin	GSIS activator	PGC1a acetyl inh	PAX8 reporter
COc1ccc(CN(C)CCCn2cnc3c(OCc4ccccc4)ncnc32)cc1OC	-1	14	-5	2	-3	-11	4	-6
CC(C)(C)c1ccc(C(=O)O/N=C(\N)Cc2cccs2)cc1	.	-107	0	-2	-11	-19	0	-51
CN(C)CC(C)(C)NS(=O)(=O)c1ccc(Cl)cc1	2	4	-3	-4	-2	0	-8	.
CC(C)N1CCc2c(sc(NC(=O)CCS(=O)(=O)c3ccccc3)c2C(N)=O)C1	-3	9	6	-1	.	1	.	11
Cc1ccsc1C(=O)NC(C)c1ccc2c(c1)OCO2 (stereo not given)	2	.	0	-4	11	.	1	-4
CCOc1cc(N2CCOCC2)c(OCC)cc1NC(=O)c1ccccc1	5	3	4	-6	1	8	-6	5
COc1cccc(C(=O)Nc2c(C)n[nH]c2C)c1	3	.	1	0	-13	.	-3	.
COC(=O)C1=C(C(=O)OC)[C@@H]2Nc3ccccc3[C@@]23C[C@@H](C(=O)OC)N=C3N1	26	-2	3	-2	9	0	.	-22
COc1ccccc1C(=O)NCC(=O)NC(C)CCc1ccccc1 (stereo not given)	-3	-6	-1	-1	15	-9	.	18
Cn1c(=O)c2c(nc3n2CC(O)CN3c2ccc(O)cc2)n(C)c1=O (stereo not given)	-5	.	-3	-1	-13	.	-3	15
Cc1ccc(C23CC4CC(CC(C(=O)NC(C)C(N)=O)(C4)C2)C3)cc1 (stereo not given)	-7	5	1	-5	-2	6	-3	0
